# CHRM5 PAM: human M5 muscarinic receptor positive allosteric modulators, primary screen, CHO-K1 cells, Fluo-8 calcium fluorescence; activation, % at 3 µM; Muscarinic acetylcholine receptor M5 (Homo sapiens), P08912; 360,000 compounds, 0.3% hits; AID 624038, 2012; CHO-K1 hM5, ACh EC20 PAM; 0% = ACh EC20, 100% = ACh EC100;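 active = activation above the run cutoff, the mean activation of all test compounds plus 3 SD, cut at about 18% in these data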
# Target sequence (P08912 whole entry, looked up): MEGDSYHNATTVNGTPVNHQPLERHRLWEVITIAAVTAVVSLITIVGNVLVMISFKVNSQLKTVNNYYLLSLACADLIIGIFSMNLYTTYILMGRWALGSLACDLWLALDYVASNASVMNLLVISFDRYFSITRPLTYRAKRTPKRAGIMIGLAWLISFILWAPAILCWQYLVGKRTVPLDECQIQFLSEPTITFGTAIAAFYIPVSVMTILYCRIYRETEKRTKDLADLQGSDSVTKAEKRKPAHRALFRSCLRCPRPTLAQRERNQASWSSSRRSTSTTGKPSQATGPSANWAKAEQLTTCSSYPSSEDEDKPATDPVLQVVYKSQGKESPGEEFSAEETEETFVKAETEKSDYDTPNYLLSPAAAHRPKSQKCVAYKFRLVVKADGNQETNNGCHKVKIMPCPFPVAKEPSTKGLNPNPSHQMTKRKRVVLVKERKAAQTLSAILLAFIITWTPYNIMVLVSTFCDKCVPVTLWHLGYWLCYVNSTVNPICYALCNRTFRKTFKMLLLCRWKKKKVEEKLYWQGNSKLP
#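 Measured by: Fluo-8 calcium fluorescence; material: human M5 receptor in CHO-K1 cells; schedule: Post-acetylcholine fluorescence recording 140 s; benchmarks: low control EC20 acetylcholine (0%), high control EC100 acetylcholine (100%); read-out: Max/basal fluorescence ratio as % of EC20–EC100 ACh window; compound: single dose, 3 µM nominal final test concentration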
# CHO-K1 Ca antag: M1 antagonist counterscreen hit in parental CHO-K1 cells; ATP-induced calcium, Fluo-8 fluorescence; inhibition, % at 3 µM; 360,000 compounds, 0.6% hits; AID 602250;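 active = inhibition above a per-plate cutoff, the plate's mean sample inhibition plus 3 SD, cut at about 24% in these data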;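 note: 0% = DMSO plus EC80 ATP and 100% = DMSO alone without ATP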
# CHRM5 agonist: human M5 muscarinic receptor agonists, primary screen, CHO-K1 cells, Fluo-8 calcium fluorescence. Muscarinic acetylcholine receptor M5 (Homo sapiens), P08912. CHO-K1 hM5 cells; 0% DMSO wells, 100% maximal acetylcholine response. activation, % at 3 µM. 360,000 compounds, 0.19% hits. AID 624037, 2012;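 active = activation above the run's mean over test compounds plus 3 SD, cut at about 23% in these data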;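 note: signal is peak over basal fluorescence ratio across the kinetic read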
# M1 PAM parental: nonselective calcium activators in parental CHO-K1 cells, primary screen, counter-screen for M1 PAM project, cell-based, Fluo-8 calcium fluorescence, full deck, 1536-well. ATP EC20; 0% at ATP EC20, 100% at ATP max. activation, % at 3 µM. 360,000 compounds, 0.02% hits;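 active = activation above the run cutoff, the mean activation of all test compounds plus 3 SD, cut at about 40% in these data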;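 note: peak over basal fluorescence ratio in a 140 s read after ATP addition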
# CHO-K1 Ca ag: counter-screen for M1 agonists: effect in parental CHO-K1 cells | Fluo-8 calcium fluorescence; scaled to maximal ATP response, vehicle zero | activation, % at 3 µM | 360,000 compounds, 0.48% hits | AID 602248, 2012; in the data active = activation above about 15%;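 note: untransfected CHO-K1 host cells lacking M1 receptor as counterscreen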
# CHRM4 PAM: human M4 muscarinic receptor positive allosteric modulators, primary screen, CHO-K1 cells, Fluo-8 calcium fluorescence; CHO-K1 hM4/Gqi5, ACh EC20; 0% = ACh EC20, 100% = maximal ACh; activation, % at 3 µM; 360,000 compounds, 0.4% hits; Muscarinic acetylcholine receptor M4 (Homo sapiens), P08173;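 active = activation above its plate's cutoff, the mean activation of sample wells plus 3 SD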; note: some results filed as inactive read as strong as hits
# Target sequence (P08173 whole entry, looked up): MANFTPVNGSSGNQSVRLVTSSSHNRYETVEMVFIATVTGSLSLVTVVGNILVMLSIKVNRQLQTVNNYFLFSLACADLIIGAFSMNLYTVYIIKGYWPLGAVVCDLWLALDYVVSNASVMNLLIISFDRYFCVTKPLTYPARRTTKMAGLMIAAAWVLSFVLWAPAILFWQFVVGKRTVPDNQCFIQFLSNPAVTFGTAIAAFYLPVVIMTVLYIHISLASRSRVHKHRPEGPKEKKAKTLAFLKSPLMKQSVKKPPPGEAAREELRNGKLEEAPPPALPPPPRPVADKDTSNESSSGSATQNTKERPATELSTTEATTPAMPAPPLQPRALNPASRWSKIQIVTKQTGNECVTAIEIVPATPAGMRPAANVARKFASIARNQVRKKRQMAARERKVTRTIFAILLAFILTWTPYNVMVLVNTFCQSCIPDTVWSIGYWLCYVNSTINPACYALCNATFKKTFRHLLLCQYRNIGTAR
# M4 ag: human M4 muscarinic receptor agonists, primary screen, CHO-K1 cells, Fluo-8 calcium fluorescence | Muscarinic acetylcholine receptor M4 (Homo sapiens), P08173 | CHO-K1 hM4/Gqi5; vehicle 0%, full acetylcholine response 100% | activation, % at 3 µM | 360,000 compounds, 0.14% hits | AID 624127, 2012;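 active = activation above the run mean over all test wells plus 3 SD, cut at about 32% in these data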;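 note: peak over basal fluorescence ratio per well then scaled between controls; 0% = DMSO wells and 100% = acetylcholine at EC100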
# M4 antag: human M4 muscarinic receptor antagonists, primary screen, CHO cells, Fluo-8 calcium fluorescence. AID 624125, 2012. 360,000 compounds, 0.73% hits. inhibition, % at 3 µM. CHO-hM4 cells, ACh EC80;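 active = inhibition above its plate's cutoff, the mean inhibition of sample wells plus 3 SD, cut at about 27% in these data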;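 note: 0% = acetylcholine EC80 with DMSO and 100% = DMSO without agonist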
# M5 antag: human M5 muscarinic receptor antagonists, primary screen, CHO cells, Fluo-8 calcium fluorescence. CHO-hM5 cells, ACh EC80. inhibition, % at 3 µM. 360,000 compounds, 0.59% hits;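 active = inhibition above a per-plate cutoff, the mean of that plate's test compounds plus 3 SD, cut at about 27% in these data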;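 note: 0% = acetylcholine EC80 with DMSO and 100% = DMSO without agonist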
# The depositor's hits bear a star; . = no result given; & = joins results of further samples.
SMILES,CHRM5 PAM,CHO-K1 Ca antag,CHRM5 agonist,M1 PAM parental,CHO-K1 Ca ag,CHRM4 PAM,M4 ag,M4 antag,M5 antag
COC(=O)C1(C(=O)OC)NOC2C(=O)N(c3ccccc3)C(=O)C21 (centres undefined),-1.4,-7.7,2.6,7.8,0.7,9.3,0.6,-4.7,7.0
O=C(NC1CCN(C(=O)Nc2cccc(F)c2)CC1)c1ccco1,-2.7,-11.4,-2.6,10.6,0.5,-4.4,0.5,-1.5,14.8
Cc1ccc([C@@H]2C3COCC=C3C(C#N)=C(N)C2(C#N)C#N)o1 (some centres undefined),-3.8,5.1,0.0,4.4,1.0,0.8,1.6,-10.1,10.4
O=C(Nc1ccccc1)c1ccc(=O)n(Cc2cccc(Cl)c2)c1,-0.4,4.9,2.1,5.0,2.6,7.3,8.7,-4.5,2.1
O=C(Nc1nnc([C@H]2C[C@H](O)[C@@H](CO)O2)s1)Nc1cccc2c1CCCC2,-0.8,-7.1,-1.8,8.5,-0.4,8.5,1.6,-6.6,1.3
Cc1cccc(-c2nc3ccccc3c(=O)n2N)c1,-3.9,1.3,-0.5,4.6,2.9,-7.7,13.4,7.3,10.6
CCC(C)NC(=O)C1CN(S(=O)(=O)c2ccccc2)CCN1S(=O)(=O)c1ccccc1 (centres undefined),2.8,-2.5,-0.2,-1.7,0.1,-3.5,-0.5,18.8,-7.6
Cc1ccc(CN(C(=O)COc2ccc([N+](=O)[O-])cc2)C2CCS(=O)(=O)C2)o1 (centres undefined),-1.3,-2.8,1.9,4.4,0.7,-1.5,0.9,6.0,-9.2
COCCCn1c(C(=O)N2CC(C)OC(C)C2)cc2c(=O)n3cccc(C)c3nc21 (centres undefined),-4.1,-13.3,-4.3,11.2,2.6,3.7,5.8,-3.8,-2.3
O=c1oc2ccccc2c2oc3cc(O)c(O)cc3c12,-1.7,-13.3,-0.3,12.4,-0.1,0.8,4.2,6.0,-3.9

# Two of these compounds, reformatted:
SMILES | CHRM5 PAM | CHO-K1 Ca antag | CHRM5 agonist | M1 PAM parental | CHO-K1 Ca ag | CHRM4 PAM | M4 ag | M4 antag | M5 antag
Cc1ccc([C@@H]2C3COCC=C3C(C#N)=C(N)C2(C#N)C#N)o1 (some centres undefined) | -3.8 | 5.1 | 0.0 | 4.4 | 1.0 | 0.8 | 1.6 | -10.1 | 10.4
O=c1oc2ccccc2c2oc3cc(O)c(O)cc3c12 | -1.7 | -13.3 | -0.3 | 12.4 | -0.1 | 0.8 | 4.2 | 6.0 | -3.9

# (cont.)
SMILES,CHRM5 PAM,CHO-K1 Ca antag,CHRM5 agonist,M1 PAM parental,CHO-K1 Ca ag,CHRM4 PAM,M4 ag,M4 antag,M5 antag
Cc1ccc(NC(=O)CCC(=O)c2cc(C)sc2C)nc1,6.9,-9.4,-3.4,18.1,1.2,3.8,0.3,8.8,-3.3
O=Cc1cc2ccccc2nc1SCc1ccc(Cl)c(Cl)c1,-1.8,-4.5,-2.0,12.7,0.3,-1.6,3.8,-9.2,-15.1
Cn1nc(C(C)(C)C)cc1C(=O)O,1.2,-12.4,0.9,13.1,0.8,1.9,1.3,1.1,13.2
CCOC(=O)C(C)Sc1nc(N)c(NC(=O)c2ccc(OC)c(OC)c2)c(=O)[nH]1 (centres undefined),1.7,17.8,1.8,-7.6,0.0,4.3,-0.2,-1.5,-1.8
CCCc1noc2c1C(c1cc(Br)ccc1F)C(C#N)=C(N)N2 (centres undefined),0.8,-22.9,-1.1,2.3,0.7,0.2,1.6,1.0,4.8
Cc1ccc(C)c(S(=O)(=O)Nc2ccc(C(=O)N3CC(C)OC(C)C3)cc2)c1 (centres undefined),12.0,-5.0,1.5,-3.1,0.4,6.0,-0.6,-3.9,-15.9
CC1=C(C(=O)OC(C)C)C(c2ccc(Br)s2)NC(=O)N1C (centres undefined),-2.7,-5.0,-6.4,17.2,0.5,3.8,0.9,-5.7,5.8
O=C(Nc1c(-c2ccccc2)[nH][nH]c1=O)c1ccc2c(c1)OCO2,6.0,.,-0.1,.,.,12.0,0.6,11.6,-4.1
O=C(COc1ccccc1F)NC1CCN(Cc2ccccc2)CC1,2.6,-2.5,-6.4,8.7,0.7,-4.8,0.8,2.0,-5.3
O=c1c2ccccc2cnn1Cc1n[nH]c(=S)n1-c1ccc(F)c(Cl)c1,-2.8,-8.3,-0.9,-1.1,0.4,-5.2,0.4,1.8,11.7
CCC(=O)c1ccc(OCCn2cnc3ccccc32)cc1,-5.4,-13.5,5.8,-2.6,9.9,-1.5,9.0,-2.7,1.8
CC(C)CC(NC(=O)C1CCC(C)CC1)C(=O)NCc1ccccn1 (centres undefined),0.3,-20.0,-1.8,23.0,0.4,5.3,-0.3,-3.5,-1.0
CC(C)(C)c1ccc(C(=O)NCc2nnc(SCC(=O)NC3CCCCC3)o2)cc1,-0.9,-12.3,-1.0,18.7,2.8,-1.7,2.3,2.6,8.2
Cc1ccc(NC(C)C(=O)N/N=C/c2ccc([N+](=O)[O-])s2)cc1 (centres undefined),2.6,-2.0,-3.6,18.3,-0.1,-5.9,3.3,-1.1,-12.4
O=C(N/N=C/c1ccc2cccnc2c1)c1ccco1,-15.1,1.4,-4.8,7.2,0.3,3.3,2.5,-6.0,-3.0
COc1cc(NC(=O)c2ccccc2[N+](=O)[O-])ccc1NC(=O)C(C)C,-6.2,-12.7,-3.3,9.1,0.2,3.2,2.1,-7.8,-6.5
CCCS(=O)(=O)NC(=O)C1(C)CCN(C(=O)c2ccc(C(F)(F)F)nc2C)C1 (centres undefined),-3.0,8.8,1.2,-2.9,0.3,1.1,0.5,-11.0,-7.1
c1csc(-c2cn3c(n2)SCC3)c1,7.1,-3.5,-1.0,1.9,-0.3,-4.3,0.6,0.4,-3.9
Cn1c(C(=O)NCCN2CCOCC2)cc2c(=O)n3ccccc3nc21,10.8,-12.1,-1.3,11.6,1.0,1.4,1.5,-5.8,-1.8
CCc1cc(Cn2nc(-c3ccccc3)cc2C(=O)O)on1,2.4,-8.8,1.4,7.8,0.1,-1.4,0.1,3.2,12.7
CN(c1ccccc1)S(=O)(=O)c1cccc(C(=O)NCCc2ccc(O)c(O)c2)c1,-2.3,15.8,-2.7,3.8,2.6,-11.4,8.3,4.4,11.8
CCOC(=O)c1c(CN2CCCCC2)oc2ccc(OC)cc12,4.5&-6.0,1.9&-3.0,-3.0&-1.5,-3.2&12.8,-0.2&0.7,-3.0&-6.5,0.2&0.8,3.5&-13.3,-8.6&12.3
Cn1c(=O)c2c(nc3n2CC(COc2ccccc2)O3)n(C)c1=O (centres undefined),5.8,-3.3,4.6,-0.3,0.2,6.0,2.0,-5.8,-2.9
O=C(Nn1c(=O)[nH]c2ccccc2c1=O)c1ccco1,-1.9,-5.3,1.1,19.6,0.8,1.0,0.4,4.2,2.7
NC(=O)c1ccsc1NC(=O)COC(=O)[C@@H]1CCCN1C(=O)c1cccs1,-6.2,-16.8,9.0,14.6,2.1,-0.9,8.2,-15.1,5.1
C/C(=N/NC(=O)COc1ccc(C(C)(C)C)cc1)c1ccc(N2CCOCC2)cc1,0.9,-8.6,3.7,5.9,1.5,2.9,1.4,0.0,7.0
Cc1c(C(=O)C(=O)NCc2ccco2)c2ccccc2n1C,-1.0,-12.0,2.5,15.1,-0.1,7.4,3.2,5.2,1.7
Cc1cc(C)n(CCN(C)C(=O)C2CCC(=O)N(CCc3cccc(F)c3)C2)n1 (centres undefined),-2.6,-6.2,-4.3,-7.2,0.6,2.6,0.7,0.0,-0.2
COc1ccc(/C=C(\NC(=O)c2ccco2)C(=O)N2CCCCC2)cc1,-1.9,-8.7,-2.5,0.4,0.7,-6.6,1.6,4.1,11.2
COc1ccc(-c2nc3ccccc3c(=O)n2CCOc2c(C)cccc2C)cc1,-5.0,-14.0,3.1,25.6,1.3,-6.2,0.2,2.9,0.1
CC12C=CC(=O)C=C1CCC1C2CCC2(C)C(C(=O)CO)CCC12 (centres undefined),-14.9,-16.4,-1.9,6.7,2.4,-4.2,4.0,4.5,21.0
O=C(N/N=C/c1ccc([N+](=O)[O-])o1)c1cccc(S(=O)(=O)N2CCOCC2)c1,-12.8,-10.2,0.9,-10.1,5.0,-5.3,11.8,-7.9,10.4
COc1ccc(CCNC(=O)COc2ccc3c(C)cc(=O)oc3c2)cc1,12.7,-6.8,5.2,15.5,1.5,-1.4,0.9,3.1,0.8
C=C(C)C1CC=C(C)/C(=N/NC(=O)COc2ccc(C)cc2)C1 (centres undefined),-4.1,0.3,-2.5,2.9,-0.1,-2.7,-0.9,0.4,6.0
CCCc1c(C(=O)Nc2cc(C)on2)cnn1-c1ccccc1,7.4,-7.8,1.8,23.3,1.1,4.5,-1.2,-9.1,-1.5
COc1ccccc1NC(=O)CSc1nnnn1C1CCCCC1,17.0,-17.1,-2.1,5.9,1.8,2.1,3.7,-25.8,-8.5
O=C(CN1CCN(c2ccccn2)CC1)NC(=O)NC1CCCCC1,1.1,-8.0,-2.9,17.6,0.8,-5.0,0.6,6.2,-1.9
O=C(Nc1cccc(NC(=O)c2ncn[nH]2)c1)c1cccc(Cl)c1,-5.2,-10.6,7.9,2.6,1.9,0.7,3.7,5.4,10.7
Cc1nc2sc(C(c3ccco3)N3CC(C)OC(C)C3)c(O)n2n1 (centres undefined),-2.8,0.4,-0.3,2.4,0.1,-7.0,0.4,3.4,3.1
Cc1cc([N+](=O)[O-])nn1CCCC(=O)Nc1ccc2c(c1)OCO2,-4.9,-8.8,-3.2,3.0,0.6,2.1,1.4,6.3,14.2
CCOc1ccccc1N(CC(=O)NC1CCCCC1)C(=O)CCC(=O)Nc1nccs1,-3.0,-10.7,-1.5,-0.8,1.3,-0.7,-0.2,9.8,9.1
Oc1ccc(N=Cc2ccc(OCc3ccccc3)cc2)cc1,-0.3,-2.7,-5.9,-21.9,0.0,-0.9,0.2,-7.5,6.4
Cc1ccc(-n2c(SCC(=O)O)nc3sc4c(c3c2=O)C(C)CCC4)cc1 (centres undefined),2.8,-5.0,-1.5,-7.3,0.0,-1.4,0.1,-10.1,-2.2
COC(=O)C(C)Oc1ccc2c(c1)O/C(=C\c1ccco1)C2=O (centres undefined),2.1,8.0,-4.4,6.7,0.1,-4.5,1.5,-0.4,2.9
O=C1C(N2CCOCC2)=C(n2nnc3ccccc32)C(=O)c2ccccc21,-1.6,0.4,-1.6,-2.0,0.4,1.4,2.3,9.0,16.8
COc1ccc(NC(=O)CN(C)C(=O)C2CC(=O)N(CCc3ccc(OC)c(OC)c3)C2)cc1 (centres undefined),-0.1,-7.4,1.2,-1.0,1.0,7.0,1.6,-9.1,2.0
COc1cc(-c2nnn(CC#N)n2)ccc1OCc1ccccc1,-1.6,-12.4,-1.6,11.3,1.7,-1.3,6.4,-4.4,-3.8

# Bioassay records from PubChem BioAssay.

# Compounds as they come; any-hit rate near 2.7%.
